# AmpC inh detg – inhibitors of E. coli AmpC beta-lactamase with detergent. P00811. AmpC hydrolysis of nitrocefin, absorbance 480 nm, 0.01% Triton. Potency, µM (series often up to 114 µM), inactives show at the highest dose activity change, negative = inhibition, actives largely listed as inhibitors. actives 0.041% (n = 370,000);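 note: potency is the fitted concentration of half-maximal effect; 0% = no-compound wells and -100% = no-enzyme wells; nearly all actives have a fitted effect of over 25% in size; some results filed as inactive show a strong effect at the top dose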
# Target sequence (P00811 whole entry, looked up): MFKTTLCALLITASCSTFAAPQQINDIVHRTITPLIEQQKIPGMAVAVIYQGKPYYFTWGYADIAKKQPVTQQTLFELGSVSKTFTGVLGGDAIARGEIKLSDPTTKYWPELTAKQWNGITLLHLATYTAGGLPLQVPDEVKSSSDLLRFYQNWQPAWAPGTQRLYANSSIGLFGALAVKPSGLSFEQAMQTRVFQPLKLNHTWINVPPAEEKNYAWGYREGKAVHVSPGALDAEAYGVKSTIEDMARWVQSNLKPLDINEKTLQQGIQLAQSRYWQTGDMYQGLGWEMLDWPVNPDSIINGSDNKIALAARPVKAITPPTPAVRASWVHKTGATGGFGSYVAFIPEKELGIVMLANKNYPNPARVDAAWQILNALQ
#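 AmpC (5.3 nM in the dispensed reagent) in 20 mM phosphate pH 7.0 with 0.01% (detergent screen) or 0.0001% Triton X-100 was preincubated with compounds for 15 min at room temperature. Nitrocefin was then added from an 800 uM solution, and hydrolysis was followed at 480 nm.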
# CHX counter – counter-screen for Shiga toxin inhibitors: cycloheximide protein synthesis inhibition; cell reporter, cycloheximide protein synthesis inhibition counterscreen; max response, %; actives 12% (n = 300,000); in the data active = max response mostly above about 13%, no sharp cut-off; inactive = mostly below about 14%; note: read at 38.3 µM for the half of the compounds with a filed dose; 0% is about no effect
# FBPA Giardia inh – Giardia lamblia aldolase inhibition. Potency, µM (series often up to 59.6 µM), for the others: at the top dose activity, negative = inhibition, actives largely listed as inhibitors. actives 0.71% (n = 290,000). A8B2U2. purified Giardia FBPA; note: potency is the fitted concentration of half-maximal effect; % is set by controls: 0 for no effect and ±100 for the full control effect; nearly all actives have a fitted effect of over 55% in size
# Target sequence (A8B2U2 whole entry, looked up): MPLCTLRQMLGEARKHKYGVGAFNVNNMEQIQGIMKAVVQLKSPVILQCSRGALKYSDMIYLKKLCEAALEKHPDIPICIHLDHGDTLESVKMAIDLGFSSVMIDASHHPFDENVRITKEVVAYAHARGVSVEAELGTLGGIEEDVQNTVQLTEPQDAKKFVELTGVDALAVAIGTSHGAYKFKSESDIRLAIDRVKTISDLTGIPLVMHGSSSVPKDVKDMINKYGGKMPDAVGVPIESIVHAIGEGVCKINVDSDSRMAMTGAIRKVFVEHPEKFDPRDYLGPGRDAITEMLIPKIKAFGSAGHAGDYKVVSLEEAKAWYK
#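 40 nM FBPA preincubated 10 min at RT with compound (up to 57.5 uM final), then substrate plus GAPDH/TPI/NAD/arsenate coupling and diaphorase/resazurin added. Fluorescence read after 20 min at RT, 525/598 nm.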
# AmpC no deterg – blocks E. coli AmpC beta-lactamase in detergent-free assay. P00811. AmpC nitrocefin hydrolysis, absorbance 480 nm, 0.0001% Triton. Potency, µM (titrated, usually from 57.1 µM), without a hit: at the highest dose activity change, negative = inhibition, most hits filed as inhibitors. actives 0.52% (n = 330,000). AID 485341;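 note: potency is the fitted concentration of half-maximal effect; plate controls were no compound for no effect and no enzyme for full effect; nearly all actives have a fitted effect of over 20% in size; some results filed as inactive show a strong effect at the top dose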
#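 20 mM phosphate pH 7.0 + 0.01% (detergent screen) or 0.0001% Triton X-100; 5.3 nM AmpC reagent; cpd preinc 15 min RT; nitrocefin (800 uM stock) to start; A480 q20 s × 4 min; Activity was normalised to no-enzyme and no-compound control wells.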
# HCMV inh – blocks human cytomegalovirus replication. HFF cells, HCMV-luciferase reporter, 72 h; hits give low values. activity change, negative = inhibition, % at 57.5 µM. actives 4.5% (n = 410,000). AID 1259415; in the data active = activity change below about -60%; inconclusive = no clear call, values can overlap the other calls; inactive = above about -39%; note: % is set by controls: 0 for no effect and ±100 for the full control effect
#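 Cell-based, HFFs, 1000 cells/well, 16 h 37C; cpds in DMSO + HCMV-luc, MOI 1 PFU/cell; 72 h 37C; OneGlo luminescence after 5 min RT; norm. to buffer vs Salinomycin 10uM.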
# AMA1 RON2 block – disrupts binding of P. falciparum AMA1 to RON2; AlphaScreen AMA1-biotinylated RON2 peptide binding; Potency, µM (titrated, usually from 58.2 µM), for the others: top-dose activity change, negative = inhibition, hits mostly inhibitors; actives 0.2% (n = 360,000); AID 720542;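 note: potency is the fitted concentration of half-maximal effect; 0% = vehicle wells and -100% = peptide control; nearly all actives have a fitted effect of over 45% in size; some results filed as inactive show a strong effect at the top dose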
#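 AMA1 (3D7) with his tag at 25 nM final met compounds first, then biotinylated RON2 peptide at 25 nM; detection used donor plus acceptor beads, 10 µg/mL apiece, read by AlphaScreen after 30 min at room temperature.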
# Shiga toxin inh – Shiga toxin inhibition | Vero cells, Shiga toxin protein synthesis inhibition reporter | inhibition, % at 38.7 µM | actives 9.2% (n = 290,000); in the data active = inhibition mostly above about 28%, no sharp cut-off; inactive = mostly below about 43%; note: 0% is about no effect
# Starred values were filed as active, the others as inactive; ? = inconclusive; / = not tested or not shown; [ ] = remark or other dose. Unless noted, calls come from the whole dose curve; as a rule, active = well fitted curve in the direction sought with a large enough effect; inconclusive = small, poorly fitted or top-dose-only effect, or another doubt; inactive = no such curve, though single readings can be large; an effect the other way counts as inactive or inconclusive.
item	molecule	AmpC inh detg	CHX counter	FBPA Giardia inh	AmpC no deterg
1	COC(=O)C1=C(c2ccc3ccccc3c2)C[C@@H]2CC[C@H]1N2C(=O)NCc1ccco1	5%	/	/	-16%
2	COc1ccc(Nc2cc(Sc3ccc(OC)cc3)ncn2)cc1	?	12	-14%	-29%
3	Cn1nnnc1SCC(=O)N1CCN(S(=O)(=O)c2ccccc2)CC1	-6%	1	-1%	-18%
4	O=C(NNC(=O)c1ccc(Cl)c(Cl)c1)c1cccnc1	2%	1	/	-16%
5	Cn1nccc1/C=C(/C#N)S(=O)(=O)c1ccccc1	-15%	-2	-20%	-18%
6	CCCCCC(=O)O/N=C(\C)c1ccn(S(=O)(=O)c2ccccc2)c1	?	-2	3%	-24%
7	Cn1c(SCC(=O)Nc2sccc2C#N)nnc1C1CC1	/	/	/	-19%
8	CCCN1CCC(=O)N([C@H](CN=[N+]=[N-])Cc2ccccc2)CC1	-8%	-2	6%	-4%
9	CCCCOC(=O)Nc1ccc(S(=O)(=O)Nn2cnnc2)cc1	0%	-2	8%	-13%
10	CCc1cc2cccc(C)c2nc1SCC(=O)N1CCN(C(=O)c2ccco2)CC1	-15%	-8	11%	7%
11	Nc1nc(CN2CCN(c3ccccc3)CC2)nc(Nc2ccc(Cl)cc2)n1	-1%	8	2%	22%
12	O=C(NCCOc1cccnc1)c1ccc(OC2CCN(Cc3ccccn3)CC2)cc1	-4%	10	/	134%[activator]

item	HCMV inh	AMA1 RON2 block	Shiga toxin inh
1	-2	-16%	/
2	-89*	-9%	4
3	2	-3%	-8
4	6	64%[activator]	-14
5	18	3%	-8
6	-19	3%	-3
7	?	-7%	/
8	-5	3%	-4
9	7	-1%	19
10	?	-3%	-11
11	-65*	-8%	-19
12	21	/	-24

# More compounds.
item	molecule	AmpC inh detg	CHX counter	FBPA Giardia inh	AmpC no deterg
13	COc1cccc(-c2noc(CCCC(=O)NC3CCCC3)n2)c1	?	15*	-7%	5%
14	CCCOc1ccc(-c2c(C(=O)N/N=C/c3ccc(OC)cc3)nnn2-c2nonc2N)cc1	-12%	1	1%	-32%
15	CC(=O)c1c(C)[nH]c(C(=O)CN2C(=O)NC(C)(CCC(C)C)C2=O)c1C (stereo unspecified)	0%	-1	5%	-16%
16	CCc1ccc(NC(=S)N2CCNC(=O)C2CC(=O)OC)cc1 (stereo unspecified)	?	-3	0%	-12%
17	Cc1cc(O)ccc1Nc1nc2ccccc2nc1Nc1ccc(O)cc1C	-14%	15	?	-53%
18	CCCC(=O)NC(c1cccs1)c1cc([N+](=O)[O-])c2cccnc2c1O (stereo unspecified)	?	-1	?	-35%
19	O=C(N=Nc1c(O)[nH]c2ccccc12)c1ccc2c(c1)OCO2	4%	27*	2%	-13%
20	COc1ccc(Cl)cc1NC(=O)CN1C(=O)CC(C)S(=O)(=O)c2ccccc21 (stereo unspecified)	3%	7	?	50%
21	CCn1c(Cc2ccccc2)nnc1SCC(=O)OC(C)C	-7%	10	1%	-7%
22	COc1cc(C(=O)NNC(=O)C2CCC2)cc(OC)c1OC	3%	/	/	-9%
23	CCOC(=O)c1[nH]c2cc(OC)c(OC)cc2c1N	-14%	2	-18%	-7%
24	Clc1ccc(CN2C3=NCCN3c3ccccc32)cc1	?	-3	-8%	-3%

item	HCMV inh	AMA1 RON2 block	Shiga toxin inh
13	-32	-8%	4
14	-29	15%	15
15	58	-4%	-11
16	-23	-12%	-21
17	6	-11%	28
18	-99*	-2%	15
19	45	10%	33
20	28	5%	26
21	-9	0%	-2
22	-3	-5%	/
23	-18	8%	0
24	13	24%	-15

# Following part
item	molecule	AmpC inh detg	CHX counter	FBPA Giardia inh	AmpC no deterg
25	COCC(O)CNc1ccccc1 (stereo unspecified)	-1%	-3	-16%	-10%
26	NC(=O)c1nc[nH]c1C(=O)Nc1cccc(C(F)(F)F)c1	3%	/	/	-15%
27	CCC(C)N(C(=O)COC(=O)CN=C1NS(=O)(=O)c2ccccc21)C1CCS(=O)(=O)C1 (stereo unspecified)	-11%	/	/	-19%
28	CC(=O)OCC(OC(C)=O)C(OC(C)=O)C(OC(C)=O)C(=O)Nc1ccc(C)cc1C (stereo unspecified)	?	-10	4%	12%
29	Cc1ccc(-c2noc(Cn3nc(C(=O)O)c4ccccc4c3=O)n2)cc1	-6%	-6	11%	-21%
30	O=C(NCc1nc2ccccc2[nH]1)c1cccs1	?	23*	-4%	-10%
31	Cn1cc(S(=O)(=O)N2CCC(C(N)=O)CC2)c(=O)n(C)c1=O	5%	-2	5%	-5%
32	COC(=O)/C=C1\N/C(=N\c2nc(C)cc(C)n2)N(c2ccc(Cl)cc2)C1=O	-10%	-1	-6%	-5%
33	Cc1nnc2n1NC(c1ccc(Cl)cc1)C(C(=O)N1CCC(C)CC1)S2 (stereo unspecified)	-2%	-2	-1%	-11%
34	CCOCCCNC(=O)/C(C#N)=C/c1ccccc1F	-4%	9	1%	-1%
35	O=C(OCc1ccccc1)c1cnc(Cl)c(Cl)c1	4%	-4	/	-21%
36	O=C(CN1C(=O)S/C(=C\c2ccc(O)cc2)C1=O)c1ccccc1	-4%	36*	-1%	-47%

item	HCMV inh	AMA1 RON2 block	Shiga toxin inh
25	-4	-8%	16
26	13	119%[activator]	/
27	0	4%	/
28	3	-3%	-13
29	-19	-3%	-4
30	14	0%	14
31	5	9%	15
32	-27	3%	-5
33	?	-8%	-9
34	-31	-8%	-2
35	-28	22%	-5
36	?	-11%	20*

# Gathered by group: the entries above containing an aryl methoxy group.
item	molecule	AmpC inh detg	CHX counter	FBPA Giardia inh	AmpC no deterg
2	COc1ccc(Nc2cc(Sc3ccc(OC)cc3)ncn2)cc1	?	12	-14%	-29%
13	COc1cccc(-c2noc(CCCC(=O)NC3CCCC3)n2)c1	?	15*	-7%	5%
14	CCCOc1ccc(-c2c(C(=O)N/N=C/c3ccc(OC)cc3)nnn2-c2nonc2N)cc1	-12%	1	1%	-32%
20	COc1ccc(Cl)cc1NC(=O)CN1C(=O)CC(C)S(=O)(=O)c2ccccc21 (stereo unspecified)	3%	7	?	50%
22	COc1cc(C(=O)NNC(=O)C2CCC2)cc(OC)c1OC	3%	/	/	-9%
23	CCOC(=O)c1[nH]c2cc(OC)c(OC)cc2c1N	-14%	2	-18%	-7%

item	HCMV inh	AMA1 RON2 block	Shiga toxin inh
2	-89*	-9%	4
13	-32	-8%	4
14	-29	15%	15
20	28	5%	26
22	-3	-5%	/
23	-18	8%	0

# The listing continues.
item	molecule	AmpC inh detg	CHX counter	FBPA Giardia inh	AmpC no deterg
37	O=C(N=C1SC2CS(=O)(=O)CC2N1c1cccc(F)c1)C1CC1 (stereo unspecified)	-2%	0	-12%	-5%
38	COc1cccc(CN(C)C(=O)c2ccc(N3CCCC3)c([N+](=O)[O-])c2)c1	16%	5	/	51%
39	COC(=O)c1ccc(-c2csc(NC(=O)c3ccc(S(=O)(=O)N4CCc5ccccc5C4)cc3)n2)cc1	3%	-2	12%	-32%
40	O=C(/C=C/c1ccccc1)c1ccccc1	-3%	45*	0%	-30%
41	O=C(OCC(=O)c1ccc[nH]1)c1ccc([N+](=O)[O-])cc1	-8%	/	/	-27%
42	Cc1ccc(C(=O)N/N=C2\CCCc3ccccc32)c(C)c1	2%	49*	7%	-18%
43	Cc1nn(Cc2ccccc2Cl)c(C)c1NC(=O)C1C2CCC(O2)C1C(=O)O (stereo unspecified)	4%	19	-9%	52%
44	c1ccc(-c2noc(-c3ccno3)n2)nc1	-5%	31*	-3%	-10%
45	COC(=O)[C@H]1Cc2cnoc2C[C@]1(C)C(=O)O	-6%	-2	1%	-16%
46	O=C(c1ccccc1)c1nn(-c2ccc(Cl)cc2)c(=O)cc1C(F)(F)F	-5%	13*	2%	-7%
47	Cc1ccc(NC(=O)CN2C(=O)NC3(CCc4ccccc43)C2=O)cc1Cl (stereo unspecified)	-12%	9	0%	-12%
48	O=C(CN1CCN(C(C(=O)Nc2ccc(F)cc2)c2ccccc2)CC1)NC1CC1 (stereo unspecified)	3%	/	/	-11%

item	HCMV inh	AMA1 RON2 block	Shiga toxin inh
37	-24	-4%	-3
38	43	-1%	13
39	0	-20%	6
40	-17	12%	125*
41	11	-4%	/
42	74	9%	71*
43	-8	-10%	-6
44	-15	7%	48*
45	-31	4%	-4
46	-104*	-8%	33*
47	31	-1%	-3
48	0	14%	/

# (list continues)
item	molecule	AmpC inh detg	CHX counter	FBPA Giardia inh	AmpC no deterg
49	CC(C)C[C@H](NC(=O)OC(C)(C)C)C(=O)N[C@@H](CO)[C@H](O)[C@@H]1C[C@@H]1C(=O)NC1CCCCC1	-14%	-2	12%	71%[activator]
50	N=C1C(c2nc3ccccc3[nH]2)=C(O)CN1NC(=O)COc1cccc(F)c1	0%	-5	2%	-15%
51	Cc1cc(C)c(Cn2c3ccccc3c3cnn(CC(=O)NCCN4CCOCC4)c(=O)c32)c(C)c1	-6%	-10	-11%	211%[activator]
52	CCCCC(=O)Nc1ccc(C)c(S(=O)(=O)N2CCCCCC2)c1	?	/	/	-24%
53	C=CCn1c(-c2ccccc2OCC)n[nH]c1=S	-2%	5	-21%	-5%
54	O=C(NCc1ccc(F)cc1)c1cc(-c2ccco2)on1	-7%	20*	7%	-8%
55	CC(C(=O)NCc1ccccc1)N1CCN(c2ccc(F)cc2)CC1 (stereo unspecified)	4%	-6	9%	8%
56	O=C(c1cnccn1)N(Cc1ccco1)C1(C(=O)NC2CCCCC2)CCCCC1	?	-7	-1%	38%
57	CC(C)n1c(-c2ccccc2F)n[nH]c1=S	-11%	-2	-20%	-5%
58	CN(CC(=O)Nc1ccccc1C(F)(F)F)C(=O)Cc1ccccc1F	?	-1	18%	-3%
59	CCOc1ccc(N(CC(=O)NCc2ccc(F)cc2)C(=O)c2snc(C(N)=O)c2N)cc1	-12%	-3	3%	-19%
60	CSc1ccc(NC(=O)Nc2cc(C)ccn2)cc1	?	55*	6%	-20%
61	O=C1CCCC2=C1C(c1cccc(O)c1)C1=C(N2)c2ccccc2C1=O (stereo unspecified)	-1%	5	-11%	113%[activator]
62	CN(C)CCCNc1nc(N)c([N+](=O)[O-])c(NCCO)n1	1%	-1	0%	-2%

item	HCMV inh	AMA1 RON2 block	Shiga toxin inh
49	?	63%[activator]	-4
50	/	/	-6
51	?	-7%	-4
52	-26	8%	/
53	14	44%[activator]	-9
54	23	7%	44
55	-38	4%	-5
56	-18	16%	-18
57	1	-6%	-2
58	-12	-1%	16
59	-18	-6%	-7
60	6	-8%	171*
61	-1	-3%	53
62	2	3%	-15
